Source: PubChem (Fisher Drug Discovery Resource Center)
NPYLR7 ag: agonists of mosquito NPYLR7 receptor, primary screen, cell-based, Aedes aegypti, calcium fluorescence, mosquito biting behavior. activation, % at 10 µM. 0.15% of 270,000 active. Aedes aegypti neuropeptide Y-like receptor 7 (NPYLR7). HEK293T NPYLR7/Galpha15, GCaMP6s calcium fluorescence; in the data active = activation above about 40%;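 also: 0% = vehicle and 100% = reference agonist at the receptor; some compounds past the cut are filed as inactive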
mcGAS inh: cyclic GMP-AMP synthase inhibitors, mouse, primary biochemical chemiluminescence. Q8C6L5. recombinant cGAS, Kinase-Glo ATP depletion luminescence. inhibition, % at 12.5 µM. 0.15% of 160,000 active. AID 1259399, 2018;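 also: 0% = negative control wells and 100% = reference inhibitor with no enzyme activity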
hcGAS lum: Primary biochemical luminescence assay for human cyclic GMP-AMP synthase inhibitors | Q8N884 | inhibition, % at 12.5 µM | 0.081% of 290,000 active | recombinant h-cGAS, ATP depletion, Kinase-Glo luminescence;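 also: 0% = vehicle reaction and 100% = reaction without DNA for no activity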
Target sequence (Q8N884 whole entry, looked up): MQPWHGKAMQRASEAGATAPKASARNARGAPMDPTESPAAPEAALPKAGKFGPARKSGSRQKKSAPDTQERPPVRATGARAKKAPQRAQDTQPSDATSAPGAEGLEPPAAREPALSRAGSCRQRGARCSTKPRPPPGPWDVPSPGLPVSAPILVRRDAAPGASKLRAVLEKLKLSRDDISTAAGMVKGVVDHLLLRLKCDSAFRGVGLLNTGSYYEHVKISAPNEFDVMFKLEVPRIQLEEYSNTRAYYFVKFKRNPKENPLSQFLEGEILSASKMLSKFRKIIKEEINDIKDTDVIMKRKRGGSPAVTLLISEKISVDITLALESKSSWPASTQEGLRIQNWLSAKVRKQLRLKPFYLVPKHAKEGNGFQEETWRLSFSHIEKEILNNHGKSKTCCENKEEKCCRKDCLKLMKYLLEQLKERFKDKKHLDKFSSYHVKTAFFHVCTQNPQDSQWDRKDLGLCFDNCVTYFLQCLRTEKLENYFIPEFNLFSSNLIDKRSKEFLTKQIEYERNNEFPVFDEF
Starred values were filed as active, the others as inactive; . = no result given; & = joins results of further samples. Rule as the data show it, unless noted: active = inhibition above about 40%; inactive = the rest.

Compound,NPYLR7 ag,mcGAS inh,hcGAS lum
CC1=C/C(=N/OS(=O)(=O)c2ccc(C)cc2)C2C(C1=O)C2(C)C (stereo not given),6.1,.,-9.3
CCCNc1nc(SCCC)nc2c1cnn2CCNC(=O)c1cc2ccccc2o1,2.7,-5.7,5.1
Fc1ccc(Cl)c(F)c1-c1nccn1Cc1nc(-c2ccccn2)no1,4.3,.,-5.0
Cc1ccc(N2CCN(C(=O)c3ccc(F)cc3)C(C)C2=O)cc1Cl (stereo not given),30.0,0.3,2.2
O=C(Nc1ccccc1F)c1ccc2c(c1)S(=O)(=O)Nc1ncnn1-2,-8.1,-8.4,-1.3
CSc1nnc(C)c(=O)n1COC(=O)c1cc(Br)ccc1Cl,-0.1,-6.6,-8.9
CCC(C)NC(=O)c1cc(NC(=O)Nc2ccc(F)c(Cl)c2)ccc1N1CCN(c2ccccc2OC)CC1 (stereo not given),15.0,-5.0,-7.3
Cc1ccc(NC(=O)C(C)N(C)Cc2cnn(C)c2)cc1F (stereo not given),2.1,-4.6,-8.8
Cc1ccc2c(CCNC(=O)C(C)(C)C)c[nH]c2c1,11.3,-14.4,-7.0
NC(N)=NS(=O)(=O)c1ccc(N)cc1,-8.3&-7.1&0.8,-1.4&1.8,-2.1&0.5&-4.3
Cc1ccn2c(=O)c(C(=O)NCCCN(C)C)c(O)nc2c1,0.4,1.2,4.0
CCOC(=O)c1c(NC(=O)CCSC)sc2c1CCN(c1ccc(Cl)nc1)C2,1.5,-1.4,-1.3

(listing goes on)
Compound,NPYLR7 ag,mcGAS inh,hcGAS lum
CCC(C)n1cnc(S(=O)(=O)Nc2cc(CO)ccc2C)c1 (stereo not given),1.3,-11.7,-3.4
CCCCCC(=O)N1CC[C@@H](CC(=O)N(C)CCC#N)[C@@H](CC)C1,-7.5,-5.0,-5.4
C=Cn1cc(C2CC(=O)Nc3n[nH]c(-c4ccc(OC)cc4)c32)cn1 (stereo not given),4.6,.,-6.5
COCC(=O)Nc1ccc(F)cc1OCC1CC1,-2.8,.,2.9
Cc1noc(C)c1S(=O)(=O)N1C[C@@H](NC(=O)N(C)C)[C@H](C(C)C)C1,.,-7.5,-17.1
COc1ccc2nc(C(=O)NCC(C)c3ccccc3)ccc2c1 (stereo not given),7.4,.,-6.2
Cc1cc(C)n(CCCN(C)C(=O)c2cnn3ccn(C)c23)n1,8.7,-16.0,-1.8
Cn1cc(-c2cc(C(=O)N3CCCN(c4ncccn4)CC3)c3ccccc3n2)cn1,1.3,.,-6.4
O=C(c1ccc(-c2ccccc2)c(F)c1)C1CCCN(C(=O)CCN2CCCO2)C1 (stereo not given),-8.8,.,-0.9
C=CCN(C)C(=O)C[C@@H]1c2nc(C)sc2C[C@@H]2[C@](C)(CO)[C@H](O)CC[C@]21C,-12.3,-5.8,-5.1
O=C(O)c1cc(-c2ccccc2O)nc2nc(-c3ccccc3)[nH]c12,-2.3,14.6,23.4
N#Cc1cccc(OCCN2CCC(C(=O)N3CCOCC3)CC2)c1,-1.2,.,-7.7

2 entries from above in another layout:
Every second line gives: NPYLR7 ag | mcGAS inh | hcGAS lum
- Cn1cc(-c2cc(C(=O)N3CCCN(c4ncccn4)CC3)c3ccccc3n2)cn1
→ 1.3 | . | -6.4
- Cc1noc(C)c1S(=O)(=O)N1C[C@@H](NC(=O)N(C)C)[C@H](C(C)C)C1
→ . | -7.5 | -17.1

A second format for part of the listing above.
Cc1cc(C)n(CCCN(C)C(=O)c2cnn3ccn(C)c23)n1
- NPYLR7 ag: 8.7
- mcGAS inh: -16.0
- hcGAS lum: -1.8
Cn1cc(-c2cc(C(=O)N3CCCN(c4ncccn4)CC3)c3ccccc3n2)cn1
- NPYLR7 ag: 1.3
- mcGAS inh: .
- hcGAS lum: -6.4
O=C(c1ccc(-c2ccccc2)c(F)c1)C1CCCN(C(=O)CCN2CCCO2)C1 (stereo not given)
- NPYLR7 ag: -8.8
- mcGAS inh: .
- hcGAS lum: -0.9
C=CCN(C)C(=O)C[C@@H]1c2nc(C)sc2C[C@@H]2[C@](C)(CO)[C@H](O)CC[C@]21C
- NPYLR7 ag: -12.3
- mcGAS inh: -5.8
- hcGAS lum: -5.1

More results follow:
Compound,NPYLR7 ag,mcGAS inh,hcGAS lum
O=S(=O)(N1CCOCC1)N1CCC(C2CCNCC2)CC1,.,-5.1,-9.4
Cc1oc2nc[nH]c(=O)c2c1C(=O)N(C)Cc1cccc(C(F)(F)F)c1,0.6&1.0,.,-3.7&-9.0
COc1ccc(S(=O)(=O)N(CC(=O)N2CCc3sccc3C2COc2ccc(Cl)cc2)C(C)C)cc1 (stereo not given),18.6,-4.8,-2.2
Cn1c(=O)c2[nH]c(N3CCCCCC3)nc2n(C)c1=O,4.1,.,-5.0
CCC(C)c1ccccc1NC(=O)C1=NC=CN2CCS(=O)(=O)N=C12 (stereo not given),8.0,.,-8.0
CCN(CCN1CCCC1)C(=O)c1sccc1Cl,-2.8,.,0.7
O=C1C2C(C(=O)N1/N=C/c1ccc(I)o1)C1C=CC2C12CC2 (stereo not given),-0.4,-5.2,-5.4
CCCCCCCC[n+]1cccc2ccccc21,6.3,.,-1.5
Cc1nc(-c2ccc(CNC(=O)c3ccc(S(=O)(=O)N4CC(C)OC(C)C4)cc3)o2)cs1 (stereo not given),-3.4,-3.5,5.0
CNC(=O)[C@@H]1C[C@@H](N)CN1Cc1cc(C)n(-c2cccnc2)c1C,-2.3,.,-0.5
COc1cccc(-c2nnc(SCc3cc(F)cc(F)c3)n2-c2ccccc2)c1,.,-5.4,-4.7
CCc1nc2ccc(C(=O)Nc3ccc4c(c3)CCN4C(C)=O)cn2c1N(C)C(=O)COc1ccccc1,-5.8,-0.5,-7.7

Single records (already shown).
`NC(N)=NS(=O)(=O)c1ccc(N)cc1` is listed with NPYLR7 ag: -8.3&-7.1&0.8; mcGAS inh: -1.4&1.8; hcGAS lum: -2.1&0.5&-4.3
`COc1ccc2nc(C(=O)NCC(C)c3ccccc3)ccc2c1` (stereo not given) is listed with NPYLR7 ag: 7.4; mcGAS inh: .; hcGAS lum: -6.2

Carrying on.
Compound,NPYLR7 ag,mcGAS inh,hcGAS lum
O=C(N[C@H]1CCCCNC1=O)c1ccc(N2CCC(NCC3(N4CCOCC4)CCCC3)CC2)cc1,11.4,-8.5,-1.3
Cc1cccc(C)c1NC(=O)N=C1CCCN1C,8.0&-13.4,.,-8.8&-1.3
CCn1c(CC2CCN(C/C=C/c3ccc(F)cc3)CC2)nn(C)c1=O,4.0,.,-3.3
Nc1nc(N)nc(CN2CCCC2c2nc3ccccc3s2)n1 (stereo not given),1.8,-4.9,-8.3
CCCCCCCCn1ncc(O)c(Cl)c1=O,3.4,.,-7.0
CCOc1ccc(CN(C)Cn2[nH]c(C(C)C)nc2=S)cc1OC,6.1,.,-9.2
COc1ccc(CN2CCC2(C)C(=O)NCCCN2CCCC2=O)c2ccccc12 (stereo not given),-4.0,-3.4,-3.7
COc1ccc(-c2cn3c(C)c(C(=O)NC4CCCCC4)sc3n2)cc1,4.8,-7.4,-4.8
N#Cc1ccc(CS(=O)CCOc2ccc(Cl)cc2Br)cc1 (stereo not given),1.3,.,-7.6
CC(=O)c1cccc(NC(=O)CN2C(=O)C(C)Oc3ccccc32)c1 (stereo not given),9.9,-3.4,-14.2
CC1(C(=O)NCC(F)(F)F)CCN1C(=O)Cc1ccc(-c2ccccc2)cc1 (stereo not given),2.0,-3.3,-5.2
COc1ccc(N2CCN(CCc3c[nH]c4ccc(NC(=O)c5ccccc5OC(F)(F)F)cc34)CC2)cc1,4.5,-4.3,-6.4

Next entries
Compound,NPYLR7 ag,mcGAS inh,hcGAS lum
CC1(C)Cc2nc(Cl)c(C#N)cc2CO1,10.5,.,-0.1
COc1cc(-c2cnc(N)c(N3CCN(C)CC3)n2)cc(OC)c1OC,-2.8,-1.9,-6.7
NC(=O)c1ccc(NC(=O)NC2CCCC2)c(F)c1,-0.3,.,-6.0
CCOC(=O)CC1CCCCN1C(=O)c1cn(C/C=C/c2ccccc2)nn1 (stereo not given),-2.4,-7.4,-3.3
CCn1c(SCC(=O)Nc2ccc([N+](=O)[O-])cc2)nnc1-c1ccco1,-4.8,-4.4,-6.3
CCC1(CC)Cc2ccccc2-c2nc(NN)n(Cc3ccccc3)c(=O)c21,3.6,-8.4,-18.5
CCc1cccc(CC)c1-n1c(CNC(=O)c2ccco2)nnc1SCC(=O)Nc1nc2ccccc2s1,-7.3,.,-4.7
CCN(CC)c1ccc(C2NC(=O)NC(C)=C2C(=O)OCc2ccc(OC)cc2)cc1 (stereo not given),-2.1,.,3.5
CC(C)NC(=O)C1=CCN(S(C)(=O)=O)CC1,.,-5.4,-19.2
Cn1cc(/C=C(/C#N)c2ccc(C(F)(F)F)cn2)cn1,18.6,-15.7,-7.1
CC(NC(=O)OCc1ccccc1)C(=O)N1CCOC(c2ccccc2)C1 (stereo not given),-6.6,-2.2,0.1
CCN(CC)c1ccc2cc(C(=O)NCc3ccccc3)c(=N)oc2c1,-1.0,-5.4,2.8

Following part
Compound,NPYLR7 ag,mcGAS inh,hcGAS lum
COCCn1c(=O)n(CC2COc3ccccc3O2)c2cc(C(=O)O)ccc21 (stereo not given),.,-10.5,-7.0
CC(=O)c1ccc(S(=O)(=O)N2CCC(Cc3ccc(C(F)(F)F)cc3)CC2)cc1,0.4,-7.0,-6.1
COc1cc(C)c(NC(=O)CCc2nc(-c3ccsc3)no2)cc1OC,0.7,.,-2.3
CC1CN(C)CCN1CC(=O)Nc1nc(-c2cccs2)cs1 (stereo not given),-4.3,.,1.4
CC(C)c1ccccc1NCC(=O)NN1C(=O)NC2(CCCCC2)C1=O,-2.2,-4.2,1.5
Cc1ccc(C2(O)CCN(Cc3cnc(NCC4CCCO4)nc3)CC2)nc1 (stereo not given),17.0,.,-2.9
CC(=O)N1CCCC1C(=O)OC1CCC(C(C)(C)C)CC1 (stereo not given),9.4,.,-9.2
O=C(Cn1nnnc1CN1CCOCC1)N1CCC(c2cccc(Cl)c2)C1 (stereo not given),-3.5,-2.3,-4.2
COc1cccc(CN2CCCC(NC(=O)c3c(C)cc(C)[nH]c3=O)C2)c1 (stereo not given),17.6,.,-5.3
CC(C)(C)NC(=O)c1ccc2c(c1)C1C3CCC(C3)C1C(c1ccccc1)N2 (stereo not given),1.0,.,2.1
O=S(=O)(NC1CCCC1)c1ccc(N/N=C\C2CC=CCC2)nc1 (stereo not given),-6.5,.,-14.2
COc1ccc(OC)c(-c2nnc(NC(=O)c3nn(C)cc3C)o2)c1,-7.6,.,-1.6

Some entries already given with just hcGAS lum and mcGAS inh.
smiles | hcGAS lum | mcGAS inh
COc1cccc(CN2CCCC(NC(=O)c3c(C)cc(C)[nH]c3=O)C2)c1 (stereo not given) | -5.3 | .
Cc1cccc(C)c1NC(=O)N=C1CCCN1C | -8.8&-1.3 | .
O=C(N[C@H]1CCCCNC1=O)c1ccc(N2CCC(NCC3(N4CCOCC4)CCCC3)CC2)cc1 | -1.3 | -8.5

(list continues)
Compound,NPYLR7 ag,mcGAS inh,hcGAS lum
Cc1ccc(S(=O)(=O)N2CCOCC2)cc1-c1nc2ccccc2s1,9.4,.,-3.1
CCc1nc(SC(C)c2ncc(-c3ccccc3)o2)n[nH]1 (stereo not given),14.1,-16.7,-9.6
CC(C)CCNc1nc2c(-c3cccc(Br)c3)nnn2c2ccccc12,2.9,-5.0,-1.4
C#CCN(Cc1ccccc1Cl)C(=O)c1cc(F)cc(F)c1,-1.2,-7.8,-6.5
CCOC(=O)C1CCN(C(=O)C2COC3(CCN(C(=O)CC(C)C)CC3)N2C(=O)c2ccc(F)cc2)CC1 (stereo not given),1.1,-5.0,-4.9
COc1ccc(C(c2c(NC(=O)c3ccco3)sc(C)c2C)N2CCCC2)cc1 (stereo not given),4.7,.,-4.0
C[C@H](NC(=O)Nc1ccccc1Br)C(=O)N1CCC(C(=O)N2CCCCC2)CC1,-12.7,2.7,4.3
O=C(c1cnn2c(C(F)(F)F)cc(-c3cccs3)nc12)N1CCOCC1,-4.8,1.7,-1.4
Cc1cccc(C)c1-c1ccc(-c2nn[nH]n2)cc1,10.2,.,-4.6
CN[C@H]1CCc2cc(OC)c(OC)c(OC)c2-c2ccc(N[C@@H]3CCCCNC3=O)c(=O)cc21,2.2,-5.4,-2.4
O=C(CS(=O)Cc1cccc(F)c1)NCC1CC1 (stereo not given),17.8,.,-6.2
COCCOC(=O)C1=C(C)NC2=C(C(=O)CCC2)C1c1cc(OC)c(O)c(OC)c1 (stereo not given),-4.1,-6.1,-6.5
CC(C)(C)N(Cc1ccccc1)C(=O)Cn1ccsc1=N,5.5,.,-7.6
CC(C)N1C(=O)C2(N=C(N)Nc3nc4ccccc4n32)c2ccccc21 (stereo not given),19.5,-4.9,-7.1
Cc1ccc(S(=O)(=O)N2C(=O)CCC2C(=O)ON=C(N)c2ccncc2)cc1 (stereo not given),-0.3,-5.5,-5.1
